Source: PubChem (National Center for Advancing Translational Sciences (NCATS))
Menin MLL FP TR = inhibitors of human menin-MLL interaction, mutant MLL peptide; O00255; Menin + Texas Red MLL mutant peptide, fluorescence polarization; Potency, µM (top dose mostly 61.6 µM), inactives show at the highest dose FP activity change, negative = inhibition, most hits filed as inhibitors; 0.23% of 270,000 active; active = well fitted inhibition curve with a large enough effect in the polarisation, with a control signal flat, not every such curve was filed as active; inconclusive = small, poorly fitted or top-dose-only effect, or effect the other way, or a change in a side signal; inactive = no such curve, though single readings can be large or run the other way; the % refers to the polarisation; note: potency is the fitted concentration of half-maximal effect; % of control where 0% means no effect; many of its hits are not listed in these tables
Target sequence (O00255 whole entry, looked up): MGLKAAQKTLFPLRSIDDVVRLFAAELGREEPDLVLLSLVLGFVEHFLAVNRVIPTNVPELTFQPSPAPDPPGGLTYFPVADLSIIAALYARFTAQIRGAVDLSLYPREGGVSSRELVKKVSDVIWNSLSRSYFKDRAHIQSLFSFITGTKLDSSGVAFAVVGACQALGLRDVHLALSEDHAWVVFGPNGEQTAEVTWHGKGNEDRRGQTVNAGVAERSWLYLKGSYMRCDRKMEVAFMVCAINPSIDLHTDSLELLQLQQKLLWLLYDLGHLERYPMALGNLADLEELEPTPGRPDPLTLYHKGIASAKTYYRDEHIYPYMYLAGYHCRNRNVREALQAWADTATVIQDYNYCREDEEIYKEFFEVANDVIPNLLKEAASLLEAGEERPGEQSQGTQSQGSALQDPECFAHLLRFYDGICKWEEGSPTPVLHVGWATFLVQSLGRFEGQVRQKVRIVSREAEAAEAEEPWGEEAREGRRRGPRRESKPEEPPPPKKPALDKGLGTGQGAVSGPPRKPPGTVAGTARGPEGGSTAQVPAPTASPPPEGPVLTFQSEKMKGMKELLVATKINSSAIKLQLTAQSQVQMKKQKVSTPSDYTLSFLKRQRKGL
RORgamma inh = blocks mouse ROR gamma transcriptional activity. 5.4% of 310,000 active. Drosophila S2 Gal4-RORgamma UAS-luciferase reporter, 20 h. Potency, µM (top dose mostly 53.6 µM), for inactives: at the highest dose activity change, negative = inhibition, actives largely listed as inhibitors; note: potency is the fitted concentration of half-maximal effect; % is set by controls: 0 for no effect and ±100 for the full control effect; nearly all actives have a fitted effect of over 60% in size
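Luminescence from a UAS-regulated Photinus luciferase reporter in stably transfected Drosophila Schneider cells is measured; decreased signal marks ROR gamma inhibition. Fusion expression is induced by 700 uM copper sulfate for 20 hr.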
Rab9 promoter act = Rab9 promoter activation; Huh7 Rab9 promoter-luciferase reporter, luminescence, 24 h; Potency, µM (series often up to 9.22 µM), for the others: at the top dose activation, negative = inhibition, hits mostly activators; 2.8% of 320,000 active; note: potency is the fitted concentration of half-maximal effect; % of control where 0% means no effect; nearly all actives have a fitted effect of over 60% in size
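Promoter activation is measured as luciferase luminescence in Huh7 cells stably transfected with a Rab9 promoter–luciferase construct, following 24 h compound exposure at 37 °C and 10 min reagent incubation at ambient temperature.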
NPC1 promoter act = NPC1 promoter activation; Huh7 NPC1 promoter luciferase reporter, 24 h; AID 485313; Potency, µM (series often up to 9.22 µM), for the others: at the highest dose activation, actives largely listed as activators; 2.4% of 320,000 active;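 note: potency is the fitted concentration of half-maximal effect; % of control where 0% means no effect; nearly all actives have a fitted effect of over 60% in size; reporter is driven by a mutant NPC1 promoter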
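Readout is luciferase luminescence, reflecting NPC1 promoter activation in stably transfected Huh7 cells after 24 h compound exposure at 37 °C in reduced-serum medium with 10% FBS.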
ELG1 repair inh = inhibitors of ELG1-dependent DNA repair in HEK293T cells; HEK293T ELG1-luciferase reporter, luminescence, 16 h; DNA damage induced by 5-fluorouridine; Potency, µM (doses to about 46.1 µM), for the others: at the top dose activity change, negative = inhibition, actives largely listed as inhibitors; 2.3% of 330,000 active; note: potency is the fitted concentration of half-maximal effect; % is set by controls: 0 for no effect and ±100 for the full control effect; nearly all actives have a fitted effect of over 55% in size
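DMSO vehicle served as the neutral condition. Each well held 2,000 cells given 5-fluorouridine plus compound; after 16 hr at 37 °C/5% CO2, ONE-Glo was added and luciferase measured 30 min later.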
MBNL1 CUG block = inhibitors of human MBNL1 binding to CUG repeat RNA. TR-FRET MBNL1-His/biotin-(CUG)12 binding, 665/545 ratio. Potency, µM (highest dose often 57.5 µM), without a hit: top-dose activity change, negative = inhibition, hits mostly inhibitors. 0.036% of 280,000 active; active = well fitted inhibition curve with a large enough effect in the signal ratio, with a control signal flat, not every such curve was filed as active; inconclusive = small, poorly fitted or top-dose-only effect, or effect the other way, or a change in a side signal; inactive = no such curve, though single readings can be large or run the other way; the % refers to the signal ratio; note: potency is the fitted concentration of half-maximal effect; % is set by controls: 0 for no effect and ±100 for the full control effect
Target sequence (Q9NR56 whole entry, looked up): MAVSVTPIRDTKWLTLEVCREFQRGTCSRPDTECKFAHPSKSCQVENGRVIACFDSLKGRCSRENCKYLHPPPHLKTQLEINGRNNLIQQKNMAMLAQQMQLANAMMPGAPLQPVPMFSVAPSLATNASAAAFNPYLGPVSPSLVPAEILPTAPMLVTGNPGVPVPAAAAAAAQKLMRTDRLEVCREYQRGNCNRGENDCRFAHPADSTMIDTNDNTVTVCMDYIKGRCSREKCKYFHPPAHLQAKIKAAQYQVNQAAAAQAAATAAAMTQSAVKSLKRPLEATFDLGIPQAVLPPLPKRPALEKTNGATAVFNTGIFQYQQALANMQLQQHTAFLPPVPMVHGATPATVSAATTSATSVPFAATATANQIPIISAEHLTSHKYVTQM
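His-tagged MBNL1 binding to biotinylated (CUG)12 RNA was measured by TR-FRET using terbium anti-His antibody (0.055 ng/ul final) and streptavidin-XL665 (5 nM final). Compounds were titrated 92 nM to 58 uM; 60 min at room temperature.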
PKM2 act = PKM2 (human) enzyme activation; AID 1631; purified PKM2, Kinase-Glo ATP luminescence, activation; response scale: 0% is enzyme alone, no compound; 0.34% of 260,000 active; Potency, µM (top dose mostly 57.5 µM), without a hit: at the top dose activation, most hits filed as activators; note: potency is the fitted concentration of half-maximal effect; % is set by controls: 0 for no effect and ±100 for the full control effect; nearly all actives have a fitted effect of over 55% in size
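Kinase-Glo luminescence reports ATP generated from ADP (0.1 mM) and PEP (0.5 mM) by purified hPK-M2 after 1 h at room temperature, pH 7.2 imidazole buffer; intermediate enzyme activity allows detecting inhibitors and activators.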
VP16 counter = inhibits Gal4-VP16 luciferase reporter, ROR gamma counter-screen; Drosophila S2 Gal4-VP16 UAS-luciferase, luminescence, 20 h; Potency, µM (series often up to 53.6 µM), without a hit: top-dose activity, negative = inhibition, most hits filed as inhibitors; 3.5% of 310,000 active;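 note: Gal4-VP16 expression switched on by copper sulfate through the metallothionein promoter; potency is the fitted concentration of half-maximal effect; % is set by controls: 0 for no effect and ±100 for the full control effect; nearly all actives have a fitted effect of over 50% in size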
Mito fusion yeast = blocks mitochondrial division or promotes mitochondrial fusion | AID 485298 | 0.23% of 320,000 active | S. cerevisiae fusion-defective mutant growth rescue, CellTiterGlo 48 h | Potency, µM (highest dose often 46.1 µM), inactives show top-dose growth rescue (activation), hits mostly activators;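 note: potency is the fitted concentration of half-maximal effect; % of control where 0% means no effect; nearly all actives have a fitted effect of over 45% in size; temperature-sensitive fusion mutants such as fzo1-1 at 37 °C on non-fermentable ethanol glycerol medium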
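S. cerevisiae fusion-defective temperature-sensitive mutants (e.g. fzo1-1, mgm1-5) grown 48 h at 37C in YPEG (ethanol/glycerol non-fermentable) medium with 23 nl compound per well; growth rescue read as CellTiterGlo luminescence.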
FLuc counter = inhibits or activates purified firefly luciferase, miR-21 counter-screen; Potency, µM (series often up to 57.5 µM), for the others: at the top dose activity change, negative = inhibition, most hits filed as inhibitors; purified FLuc, Km substrates, luminescence inhibition; P08659; 6.9% of 360,000 active;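 note: potency is the fitted concentration of half-maximal effect; plate controls were vehicle for no effect and reference inhibitor for full effect; nearly all actives have a fitted effect of over 55% in size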
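Biochemical qHTS of compounds, final roughly 60 µM downward over six points, against 10 nM purified firefly luciferase using Km concentrations of substrates (10 uM D-luciferin, 10 uM ATP) in Tris acetate pH 7.5 buffer; luminescence output.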
KCNH2 3.1 block = blocks the human KCNH2 3.1 channel isoform. U2OS KCNH2 3.1, thallium flux FluxOr; stronger effect = lower value. activity change, % (tested at about 1.8 µM). 0.95% of 340,000 active;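 active = maximum activity change below -70%; inconclusive = maximum activity change from -70% to -50%; inactive = maximum activity change above -50%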;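 note: thallium influx rate constant from kinetic fluorescence after stimulation buffer; % is set by controls: 0 for no effect and ±100 for the full control effect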
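Normalized rate constant (relative to positive and negative DMSO controls) derived from a 2 min kinetic fluorescence read after stimulation; U2OS cells expressing the 3.1 isoform via virus at 1.77 x 10^8 /mL.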
* hit, by the source's call; [ ] = dose if it differs, or a comment. Unless noted, calls come from the whole dose curve; as a rule, active = well fitted curve in the direction sought with a large enough effect; inconclusive = small, poorly fitted or top-dose-only effect, or another doubt; inactive = no such curve, though single readings can be large; an effect the other way counts as inactive or inconclusive.

Screening CCCCNC(=O)c1cn(CC)c2ccc(S(=O)(=O)N3CCCCCC3)cc2c1=O returned RORgamma inh 0%, Rab9 promoter act -6%, NPC1 promoter act -6%, ELG1 repair inh -32%, MBNL1 CUG block -1%, VP16 counter -8%, Mito fusion yeast -1%, FLuc counter 0% and KCNH2 3.1 block 18.
COCc1cc(C)nc(Oc2ccccc2)c1C#N was read as Menin MLL FP TR 20%, RORgamma inh 0%, Rab9 promoter act -4%, NPC1 promoter act -3%, ELG1 repair inh inconclusive, MBNL1 CUG block -2%, PKM2 act 0%, VP16 counter 5%, Mito fusion yeast 7%, FLuc counter 1% and KCNH2 3.1 block -7.
CC(=O)N/C(=C/c1ccc2c(c1)OCO2)C(=O)NCC(=O)O was read as Menin MLL FP TR 5%, RORgamma inh -14%, Rab9 promoter act -8%, NPC1 promoter act -1%, ELG1 repair inh 8%, MBNL1 CUG block 6%, PKM2 act -4%, VP16 counter -10%, Mito fusion yeast -1%, FLuc counter 1% and KCNH2 3.1 block 5.
COc1cccc2sc(N)nc12 was read as RORgamma inh 0%, Rab9 promoter act -7%, NPC1 promoter act -3%, ELG1 repair inh 18%, VP16 counter -12%, Mito fusion yeast -10%, FLuc counter 1% and KCNH2 3.1 block 4.
`FC(F)(F)c1cc(-c2ccco2)nc(-n2nc(C(F)(F)F)cc2C2CC2)n1` gave Menin MLL FP TR 9%, RORgamma inh 44%, Rab9 promoter act 2%, NPC1 promoter act -1%, ELG1 repair inh -24%, MBNL1 CUG block -7%, PKM2 act -1%, VP16 counter 10%, Mito fusion yeast 0%, FLuc counter 3% and KCNH2 3.1 block -143*.
CCCC12CN3CCN(CC(C3)/C1=N\NC(=O)Nc1ccccc1)C2 was read as Menin MLL FP TR -5%, RORgamma inh -5%, Rab9 promoter act 1%, NPC1 promoter act 0%, ELG1 repair inh 1%, MBNL1 CUG block -10%, PKM2 act 3%, VP16 counter -3%, Mito fusion yeast -6%, FLuc counter 5% and KCNH2 3.1 block 11.
`COc1ccc(NS(=O)(=O)N2CCOCC2)cc1` gave RORgamma inh -14%, Rab9 promoter act -3%, NPC1 promoter act 0%, ELG1 repair inh 14%, MBNL1 CUG block 1%, PKM2 act 0%, VP16 counter -6%, Mito fusion yeast 0%, FLuc counter 3% and KCNH2 3.1 block 0.
CC(=Nc1ccccc1)C1=C(O)CCCC1=O was read as Menin MLL FP TR 0%, RORgamma inh -5%, Rab9 promoter act -3%, NPC1 promoter act -2%, ELG1 repair inh 7%, MBNL1 CUG block -14%, PKM2 act -8%, VP16 counter -6%, Mito fusion yeast -6%, FLuc counter 1% and KCNH2 3.1 block -8.
`CCN(CC1CCCO1)C(=O)c1cc(COc2ccc(F)cc2F)on1` (stereo not given) gave Menin MLL FP TR 2%, RORgamma inh 24%, Rab9 promoter act 1%, NPC1 promoter act 11%, ELG1 repair inh -1%, MBNL1 CUG block -5%, PKM2 act -1%, VP16 counter 17%, Mito fusion yeast -3%, FLuc counter 0% and KCNH2 3.1 block 9.
Screening CCN1/C(=C\C(=S)Nc2ccccc2)Sc2ccccc21 returned Menin MLL FP TR inconclusive, RORgamma inh 4µM*, Rab9 promoter act 2.8µM*, NPC1 promoter act inconclusive, ELG1 repair inh inconclusive, MBNL1 CUG block 56%[activator], PKM2 act 5%, VP16 counter inconclusive, Mito fusion yeast 24%, FLuc counter 13µM* and KCNH2 3.1 block 11.
For CC(=O)N(C)c1ccc(NC(=O)Nc2ccc(C)c(C)c2)cc1 the results were Menin MLL FP TR 27%, RORgamma inh -6%, Rab9 promoter act 25%, NPC1 promoter act 3%, ELG1 repair inh 11%, MBNL1 CUG block -1%, PKM2 act 0%, VP16 counter 15%, Mito fusion yeast 0%, FLuc counter inconclusive and KCNH2 3.1 block 7.
For COc1cccc(OC)c1C1=CC(=O)C[C@H](c2ccc3c(c2)OCO3)C1 the results were Rab9 promoter act -3%, NPC1 promoter act -1%, ELG1 repair inh 9.2µM*, Mito fusion yeast 21%, FLuc counter 0% and KCNH2 3.1 block 4.
Screening COc1cc(/C=N/NC(=O)c2ccc(Cl)cc2)ccc1OCC(=O)N1CC(C)OC(C)C1 (stereo not given) returned Menin MLL FP TR -20%, RORgamma inh 17%, Rab9 promoter act -8%, NPC1 promoter act 0%, ELG1 repair inh inconclusive, MBNL1 CUG block 23%, PKM2 act -4%, VP16 counter -1%, Mito fusion yeast 1%, FLuc counter inconclusive and KCNH2 3.1 block 3.
`N#Cc1cn(-c2ccccc2)nc1-c1ccccc1` gave Menin MLL FP TR -12%, RORgamma inh -2%, Rab9 promoter act 7%, NPC1 promoter act 2%, ELG1 repair inh inconclusive, MBNL1 CUG block 35%[activator], PKM2 act -2%, VP16 counter 3%, Mito fusion yeast 10%, FLuc counter inconclusive and KCNH2 3.1 block 0.
`Clc1ccc(-c2cc(CN3CCOCC3)no2)cc1` gave Menin MLL FP TR -12%, RORgamma inh -1%, Rab9 promoter act 0.89µM*, NPC1 promoter act 1.6µM*, ELG1 repair inh inconclusive, MBNL1 CUG block 4%, VP16 counter 0%, Mito fusion yeast 1%, FLuc counter 12µM* and KCNH2 3.1 block 3.
CCC(C)C(NC(=O)c1ccc(Cl)cc1)C(=O)Nc1cccnc1 (stereo not given) was read as Menin MLL FP TR -2%, RORgamma inh 4%, Rab9 promoter act -16%, NPC1 promoter act -3%, ELG1 repair inh inconclusive, MBNL1 CUG block -2%, PKM2 act 3%, VP16 counter 5%, Mito fusion yeast -1%, FLuc counter -4% and KCNH2 3.1 block -8.
C=CCNC(=O)CN(c1ccccc1OCC)S(=O)(=O)c1ccc(C)cc1 was read as RORgamma inh -2%, Rab9 promoter act -7%, NPC1 promoter act -4%, ELG1 repair inh -2%, MBNL1 CUG block -9%, PKM2 act -3%, VP16 counter -8%, Mito fusion yeast 5%, FLuc counter 1% and KCNH2 3.1 block -4.
O=C(Nc1nnc(CCN2CCCCC2)s1)c1ccc(Cl)cc1Cl was read as RORgamma inh 36%, Rab9 promoter act -6%, NPC1 promoter act -7%, ELG1 repair inh 3%, MBNL1 CUG block 4%, PKM2 act 0%, VP16 counter 5%, Mito fusion yeast -9%, FLuc counter 5% and KCNH2 3.1 block 10.
Screening Cc1ccc(C(=O)C(C)OC(=O)C2CCN(c3ccc(C(F)(F)F)cn3)CC2)cc1C (stereo not given) returned Rab9 promoter act 1%, NPC1 promoter act 3%, ELG1 repair inh 0%, Mito fusion yeast 2%, FLuc counter -43% and KCNH2 3.1 block -18.
For CC(C)(C)c1ccc(NC(=O)COC(=O)C2=COCCO2)cc1 the results were Menin MLL FP TR 6%[11.7 µM], RORgamma inh 43%, Rab9 promoter act inconclusive, NPC1 promoter act 15%, ELG1 repair inh inconclusive, MBNL1 CUG block 10%, PKM2 act 0%, VP16 counter 7%, Mito fusion yeast -2%, FLuc counter inconclusive and KCNH2 3.1 block 11.
Screening O=C(NC1CCCc2ccccc21)c1n[nH]c(=O)c2ccccc12 (stereo not given) returned Menin MLL FP TR 1%, RORgamma inh 12%, Rab9 promoter act -43%[inhibitor], NPC1 promoter act -33%[inhibitor], ELG1 repair inh -12%, MBNL1 CUG block 2%, PKM2 act 3%, VP16 counter 4%, Mito fusion yeast 3%, FLuc counter -2% and KCNH2 3.1 block 27.
Screening Cc1ccc(C2C=NN(c3ccccc3)C2=O)cc1 (stereo not given) returned Menin MLL FP TR 30%[activator], RORgamma inh -18%, Rab9 promoter act inconclusive, NPC1 promoter act 16%, ELG1 repair inh inconclusive, MBNL1 CUG block 4%, PKM2 act 3%, VP16 counter -14%, Mito fusion yeast 3%, FLuc counter 12µM* and KCNH2 3.1 block 5.
CCOC(=O)c1ccc2c(c1)nc(COc1ccc(OC)cc1)n2CC was read as Menin MLL FP TR 1%, RORgamma inh -40%, Rab9 promoter act -5%, NPC1 promoter act inconclusive, ELG1 repair inh inconclusive, MBNL1 CUG block 0%, PKM2 act 2%, VP16 counter -5%, Mito fusion yeast 2%, FLuc counter -1% and KCNH2 3.1 block 0.

These rows are one share of the data, so the mix of outcomes need not match the whole.
